Screens (PubChem BioAssay)
FID counter: compounds displacing fluorescent DNA intercalator, primary screen, artefact control for HCV NS3 helicase inhibitor project, biochemical, FID fluorescence; DNA fluorescent intercalator displacement; inhibition, % at 7.9 µM; 290,000 tested, 0.17% active; AID 1845, 2009; in the data active means inhibition above about 37%;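 further: 0% = vehicle and 100% = reference compound; higher means more ethidium bromide displaced from hairpin DNA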
IDE act: human IDE activators in live cells, primary screen, fluorescence polarization, HEK cells, FAbeta-B substrate; 340,000 tested, 0.073% active; Insulin-degrading enzyme (Homo sapiens), P14735; AID 493087, 2011; FAbeta-B cleavage; 0% vehicle, 100% cell-free pure enzyme wells; activation, % at 5.96 µM;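 active means activation above the mean of all tested compounds plus 3 SD, set per screening campaign, cut at about 17% in these data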
Target sequence (P14735 whole entry, looked up): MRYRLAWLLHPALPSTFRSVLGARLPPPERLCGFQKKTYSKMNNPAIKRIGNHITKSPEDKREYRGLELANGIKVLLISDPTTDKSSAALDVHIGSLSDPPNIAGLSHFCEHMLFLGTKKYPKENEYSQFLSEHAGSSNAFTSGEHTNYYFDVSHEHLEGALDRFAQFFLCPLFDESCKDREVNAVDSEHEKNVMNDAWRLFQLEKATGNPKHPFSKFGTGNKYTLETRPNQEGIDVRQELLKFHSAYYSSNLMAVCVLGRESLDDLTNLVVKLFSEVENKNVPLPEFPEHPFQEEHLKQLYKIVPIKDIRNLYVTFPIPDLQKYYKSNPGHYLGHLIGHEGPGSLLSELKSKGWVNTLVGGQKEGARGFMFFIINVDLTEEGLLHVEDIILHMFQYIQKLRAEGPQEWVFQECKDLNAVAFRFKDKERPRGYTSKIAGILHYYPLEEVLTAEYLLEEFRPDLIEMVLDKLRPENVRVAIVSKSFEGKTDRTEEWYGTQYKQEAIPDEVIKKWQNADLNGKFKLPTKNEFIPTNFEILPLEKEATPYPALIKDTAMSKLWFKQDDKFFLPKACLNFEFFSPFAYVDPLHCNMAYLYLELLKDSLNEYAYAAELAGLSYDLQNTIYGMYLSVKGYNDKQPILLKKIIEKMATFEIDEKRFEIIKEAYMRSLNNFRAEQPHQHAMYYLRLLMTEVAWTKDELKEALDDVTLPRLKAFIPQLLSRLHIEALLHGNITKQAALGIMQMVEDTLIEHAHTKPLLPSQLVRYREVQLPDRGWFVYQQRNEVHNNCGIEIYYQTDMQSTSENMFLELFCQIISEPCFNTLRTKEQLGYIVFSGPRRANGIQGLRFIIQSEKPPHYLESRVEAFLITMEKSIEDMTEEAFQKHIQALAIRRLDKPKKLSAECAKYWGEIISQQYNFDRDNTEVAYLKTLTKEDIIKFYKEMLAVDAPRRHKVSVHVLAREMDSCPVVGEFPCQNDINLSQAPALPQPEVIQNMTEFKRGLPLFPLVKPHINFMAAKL
NS3 helicase inh: inhibitors of HCV NS3 helicase, primary screen, biochemical, Cy5 molecular beacon fluorescence. inhibition, % at 10.9 µM. 290,000 tested, 0.56% active. NS3 helicase DNA unwinding. AID 1800, 2009. Hepatitis C virus NS3 helicase;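 active means inhibition above the mean of all tested compounds plus 3 SD, set per campaign, cut at about 35% in these data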;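 further: 0% = DMSO wells and 100% = thioflavine S control wells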
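Control set: DMSO versus 110 µM thioflavine S; Material: NS3 helicase fragment of HCV; Measured by: Cy5 fluorescence at 0 and 60 min, beacon hairpin quenching; Read-out basis: percent inhibition from t60/t0 fluorescence ratio; Times: reaction time 60 min, 25 °C; Repeats: single replicate; Compound dosing: single dose, 10.9 µM nominal final, DMSO 0.8% final.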
p-CIP stab down: p/CIP-EGFP fusion destabilizers, primary screen, fluorescence, F442A cells | 16 h | decrease of EGFP signal, % at 10 µM | 290,000 tested, 0.01% active;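 active means EGFP signal decrease of at least 30% at 10 µM or well 3 SD below plate mean, unless failing retest; inactive means the rest, including hits failing retest or dose response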; further: some compounds called inactive have numbers as strong as hits; many of its hits are not listed in these tables
IDE inh: human IDE inhibitors in live cells, primary screen, fluorescence polarization, HEK cells, FAbetaB substrate; inhibition, % at 5.59 µM; 320,000 tested, 0.41% active; AID 434962, 2010; FAbetaB cleavage; Insulin-degrading enzyme (Homo sapiens), P14735;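 active means percent inhibition above the average of all tested compounds plus 3 SD, set per screening campaign, cut at about 16% in these data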;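 further: IDE supplied by intact live HEK cells; FP after avidin binding of uncleaved biotin substrate so inhibition keeps polarization high; 0% = DMSO wells and 100% = 60 µM reference IDE inhibitor Ii1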
VIM-2 inhibitor: VIM-2 metallo-beta-lactamase inhibitors, primary screen, biochemical, epi-absorbance readout, Pseudomonas aeruginosa enzyme; purified VIM-2, nitrocefin hydrolysis, epi-absorbance fluorescence; 290,000 tested, 0.89% active; inhibition, % at 5.6 µM; AID 1527, 2009;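 active means inhibition above the mean of all tested compounds plus 3 SD, cutoff set per screening run, cut at about 7.5% in these data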;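 further: red hydrolysis product quenches plate fluorescence so inhibitors raise well fluorescence; 0% = enzyme with DMSO and 100% = DMSO without enzyme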
PfM18AAP inh: PfM18AAP inhibitors, malaria aminopeptidase, primary screen, biochemical, QFRET, recombinant enzyme; M18 aspartyl aminopeptidase (Plasmodium falciparum 3D7); H-Glu-NHMec fluorogenic cleavage; inhibition, % at 7.35 µM; 290,000 tested, 1.2% active; AID 1822, 2009;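 active means inhibition above the campaign mean inhibition over all tested compounds plus 3 SD, cut at about 28% in these data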;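 further: 0% = plate median of test compound wells and 100% = 2 mM ZnCl2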
SUMO HTRF inh: inhibitors of in vitro SUMOylation cascade, primary screen, biochemical, HTRF, uHTS; SUMO-conjugating enzyme UBC9 (Homo sapiens), P63279; HTRF SUMOylation assay, SAE1/SAE2 + UBC9; inhibition, % at 35 µM; 290,000 tested, 0.36% active; AID 2006, 2009; in the data active means inhibition above about 50%, passing the limit was not always enough; further: strong numbers were not always called active
IMP-1 inhibitor: IMP-1 metallo-beta-lactamase inhibitors, primary screen, biochemical, epi-absorbance readout, Pseudomonas aeruginosa enzyme. metallo-beta-lactamase IMP-1 (Pseudomonas aeruginosa). purified IMP-1, nitrocefin hydrolysis, epi-absorbance fluorescence. inhibition, % at 5.6 µM. 290,000 tested, 0.45% active;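 active means inhibition above the mean plus 3 SD of all compounds in the same screening run, cut at about 4.5% in these data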;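 further: 0% = IMP-1 with DMSO and 100% = DMSO wells lacking enzyme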
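system = purified recombinant IMP-1 beta-lactamase | amount = 0.2 nM IMP-1, as dispensed | medium = HEPES buffer pH 7.1 with ZnSO4 and Brij 35 | times = 25 °C, 15 min preincubation, 25 min reaction | detection = plate fluorescence quenching by hydrolysis product, ex 480/em 530 nm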
* = called active by the depositor; nt = not tested or not shown. The order is random; 3.6% or so of the library scored in one or more.

SMILES	FID counter	IDE act	NS3 helicase inh	p-CIP stab down	IDE inh	VIM-2 inhibitor	PfM18AAP inh	SUMO HTRF inh	IMP-1 inhibitor
C/C(=N\NC(N)=O)c1ccc(-n2ccnc2)cc1	-1	-1	-5	1	5	2.1	-3	14	-0.9
Cc1ccc(NC(=O)CN2C(=O)S/C(=C\c3cccn3-c3cccc(C(=O)O)c3)C2=O)c(C)c1	-15	1	22	-5	0	-2.8	5	83*	-2.1
C=CCn1c(=S)[nH]c2nc3c(cc2c1=O)COC(C)(C)C3	-3	-5	4	6	2	-3.5	0	1	-3.0
CCOc1cccc(C(=O)NC(=S)Nc2cccnc2)c1	-14	-5	-1	1	-3	1.0	1	29	-0.1
Cc1cc(C)nc(SCC(=O)Nc2ncccn2)n1	-4	nt	-12	-2	1	-3.4	-1	0	-3.2
OC(COc1ccc(Br)cc1)CN1CCOCC1 (stereo unspecified)	5	0	10	-1	0	-1.6	-2	16	-0.9
CSCC[C@@H](Nc1nc(-c2ccccc2)nc2c1oc1ccccc12)C(=O)O	-10	-3	-2	4	-1	0.1	-2	0	-1.3
CCOC(=O)c1ccc(CNC(=O)Cn2nnc(-c3ccccc3F)n2)o1	-13	2	9	10	-3	-1.5	1	-4	-1.9
CSc1ccc(/C=N/NC(=O)c2ccc(C)c(C)c2)cc1	-17	-1	-12	-15	5	-1.4	-13	-10	-1.9
CCOC(=O)C1CCN(c2ncnc3c2nnn3Cc2ccccc2Cl)CC1	-21	3	-2	-6	1	1.2	3	9	-0.9
S=c1[nH]nc(-c2cc(-c3ccco3)[nH]n2)n1-c1cccc2ccccc12	-31	-4	28	-27	-6	-1.2	-1	76	-2.1
CCn1c(SCC(=O)Nc2cccnc2Cl)nnc1-c1ccccc1	-23	4	11	6	-5	-0.2	3	-10	-1.6
CCOC(=O)C1CCCN(S(=O)(=O)c2ccc(-c3cc(C)no3)s2)C1 (stereo unspecified)	-33	8	-3	4	-1	-1.1	-5	0	0.8
O=S(=O)(Nc1cccnc1)c1ccccc1	0	7	5	5	1	-0.4	-11	-17	-1.4
COc1cccc(CNC(=O)c2ccc3nc[nH]c3c2)c1	1	8	-18	-6	6	-1.6	3	0	-2.8
CCOC(=O)c1ccc[n+](CC(=O)c2ccccc2)c1	2	1	-14	-8	5	-2.4	-8	14	-3.3
O=C(N/N=C/c1ccco1)c1ccc(NC(=O)C2CCCCC2)cc1	-27	1	3	8	nt	-1.2	4	-6	-2.5
CN1CCN(/N=C/c2ccc(-c3ccccc3)cc2)CC1	2	6	-8	8	-1	0.4	0	-2	-1.4
CCOC(=O)C1/C(=N\O)CC(C)(O)C(C(=O)OCC)C1c1ccc(N(C)C)cc1 (stereo unspecified)	-17	4	4	-1	3	-5.8	13	6	-2.3
Cc1c(Cl)cccc1Nc1ccccc1C(=O)O	-23	7	25	4	-3	7.2	-13	10	-2.0
CCOC(=O)CSc1nnc(CNc2ccccc2Cl)n1-c1ccccc1	-34	2	-8	-1	-3	-3.4	1	3	-2.1
CC1Sc2ccc(S(=O)(=O)CCC(=O)NCc3ccccc3Cl)cc2NC1=O (stereo unspecified)	-37	5	8	-3	3	-2.4	6	-3	-2.5
O=C(COC(=O)C1(c2ccccc2F)CCCC1)N1CCc2ccccc21	-5	-1	9	2	0	-1.4	1	-9	-4.3
c1cncc(CNc2nc(N3CCOCC3)nc(N3CCOCC3)n2)c1	-5	-4	-8	-3	2	-2.0	-10	-3	-4.6
O=C(Nc1ccc(Br)cc1)N1CCCC(O)C1 (stereo unspecified)	-2	3	0	9	6	-1.0	-11	10	-2.4
O=C(NC1CCCCC1)C(c1ccncc1)N(Cc1ccccc1)C(=O)c1ccc(-c2ccccc2)[nH]1 (stereo unspecified)	-24	4	-36	-6	-4	-0.6	-1	-35	-1.6
COc1ccc(CCNC(=O)CCCOc2cc(=O)n(C)c3ccccc23)cc1OC	-34	-3	6	0	-2	-4.2	6	22	-3.7
CCOC(=O)c1ccc(NC(=O)COc2ccc(S(=O)(=O)N3CCCC3)cc2)cc1	-2	-1	15	0	4	2.3	-12	-1	-1.2
CC(C(=O)c1ccccc1)[n+]1cccc(C(N)=O)c1 (stereo unspecified)	2	2	-3	-14	0	-2.2	0	11	-3.1
CC1(C(=O)N2CC3(CC(c4cccc([N+](=O)[O-])c4)=NO3)C[C@H]2C(=O)NCC(N)=O)CC1 (stereo partly specified)	1	0	5	10	2	-1.9	2	-8	-1.3
Cc1cc([N+](=O)[O-])c(N2CCC[C@@H]2C(=O)O)c([N+](=O)[O-])c1	1	7	0	5	3	0.1	-1	-6	-0.7
CCOc1ccccc1N1CCN(C(=O)c2ccccc2)CC1	-29	-1	5	2	-1	-1.2	-5	-17	-3.5
CCOC(=O)c1ccc(NCCOC)c([N+](=O)[O-])c1	3	3	13	-9	-4	-3.6	1	-3	-2.7
O=C(CSc1nnc(-c2cnccn2)n1Cc1ccco1)c1ccc2ccccc2c1	-13	-5	11	47*	-4	-1.1	-2	22	-0.6
CC(=O)NC1(C(F)(F)F)C(=O)Nc2c1c(=O)[nH]c(=O)n2Cc1ccco1 (stereo unspecified)	-3	4	-3	-14	4	0.6	0	5	-2.0
Cc1cccc(-n2nnnc2SCc2csc(-c3ccccc3)n2)c1	-8	3	-8	-9	-2	-1.5	-3	-30	-1.6
CCn1c(SCC(=O)Nc2nc(C)cs2)nnc1C(NC(=O)c1ccccc1Cl)C(C)C (stereo unspecified)	-33	8	11	-10	3	-3.3	6	15	0.6
CCN(CC)S(=O)(=O)c1ccc2c(c1)c(=O)c(C(=O)NCc1ccc3c(c1)OCO3)cn2C	-1	nt	3	3	-1	-1.9	-1	7	-2.0
CCCn1cc(SCC(=O)Nc2ccc3c(c2)OCO3)c2ccccc21	-16	-1	4	-12	0	-4.5	7	-3	-5.1
COc1ccc(N2CCN(C(=O)Nc3cccc(C(F)(F)F)c3)CC2)cc1	-14	-2	2	0	12	-2.0	3	-7	0.2
Cc1ccc(NC(=O)COc2ccccc2C(=O)NCCc2ccccc2)cc1	-15	2	-8	-9	-5	-1.1	3	-11	-2.8
CN1CCN(CC(=O)Nc2ccc(S(=O)(=O)N(C)C)cc2)CC1	3	0	2	-6	6	-1.0	-7	7	-2.8
Nc1sc(-c2ccccc2)n[n+]1Cc1cccc2cccnc12	8	-3	-44	1	-3	-1.4	2	-13	-4.6
COc1ccc(C2CC(c3ccc(Cl)cc3Cl)Nc3nc(N)nn32)cc1 (stereo unspecified)	-29	-4	-5	-14	3	-3.6	0	-18	-3.2
CC1CC(C)(C)NC(=S)N1CC(=O)NCc1ccc(Cl)cc1 (stereo unspecified)	-6	0	6	6	7	-6.2	0	-23	-4.2
O=C(Cc1cccs1)Nc1ccc(S(=O)(=O)N2CCCCC2)cc1	-13	2	7	0	-1	-2.4	-3	12	-1.4
Cc1ccc(CNC(=O)C2CC(c3ccccc3C(F)(F)F)=NO2)cc1 (stereo unspecified)	nt	2	nt	-11	2	nt	nt	9	nt
CCN(CC)C(=S)NC(=O)c1cccnc1	-3	0	-15	-4	-1	-4.7	-1	25	-3.2
COc1ccc(NC(=O)CSc2cn[nH]n2)c(OC)c1	-1	6	5	-12	-3	0.2	5	5	-4.2
CCn1c(CSc2nc3ccccc3s2)nnc1SCC(N)=O	-9	-4	5	-14	-2	-1.5	5	-10	-1.6
COc1ccc(NC(=O)Cc2ccc(C)c(C)c2)cc1Cl	-11	1	-10	15	2	-0.4	-10	-9	-0.6
CC(C)CC(=O)C1CCCN(C(=O)c2ccc3oc(Cc4ccccc4)nc3c2)C1 (stereo unspecified)	-60	3	-7	-4	-1	0.3	-7	15	-1.4
CC1(CC(=O)Nc2ccccc2)NC(=S)N(c2ccccc2)N1 (stereo unspecified)	-1	-2	7	-4	1	-4.3	19	6	-4.1
CN(CC(=O)Nc1cccc(F)c1)C(=O)c1ccc(-c2ccc(Cl)cc2)o1	-20	-1	17	-2	0	-1.9	-13	41	-1.6
COC(=O)c1cccnc1-n1c(=O)c2cccnc2n(Cc2ccc(Cl)cc2)c1=O	-27	-1	4	8	7	-2.3	-8	-3	-7.4
COc1ccc(NC(=O)c2ccccc2-c2ccccc2)c(C)c1	-15	5	7	-20	6	-2.9	-1	14	-1.3
O=C(c1ccc(Cl)cc1)c1ccc(OCC(O)CN2CCOCC2)cc1 (stereo unspecified)	2	-1	3	-9	8	-3.6	-4	36	-1.9
CCN1C(=O)CSc2ccc(C(=O)NCc3ccccc3)cc21	-18	-2	4	-5	11	-2.2	-8	nt	-5.6
C/C(=N/NC(=O)c1cccc(Br)c1)C1CC2CCC1C2 (stereo unspecified)	-9	-4	-6	6	2	-1.6	3	5	-1.9
C/C(Cl)=C\C[N+](C)(C)CC(=O)OCCc1ccccc1	2	nt	1	-6	10	-3.0	3	1	-2.1
Further entries.
SMILES	FID counter	IDE act	NS3 helicase inh	p-CIP stab down	IDE inh	VIM-2 inhibitor	PfM18AAP inh	SUMO HTRF inh	IMP-1 inhibitor
CC(Nc1ncnc2sccc12)c1ccccc1 (stereo unspecified)	-1	-3	-7	-32	-2	0.9	-10	17	-0.1
N#Cc1cccc(NC(=O)N2CCC(c3nc4c(nnn4Cc4cccc(Cl)c4)c(=O)[nH]3)CC2)c1	4	3	-10	-8	2	-2.1	8	-16	-2.1
O=C1C(=C(O)c2ccccc2)C(=O)c2ccccc21	1	3	7	2	4	-2.7	-2	0	-1.1
Clc1ccc(-c2noc(CN3CCCC3)n2)cc1	5	2	2	-4	5	-2.7	0	-5	-1.9
CCCc1cc(=O)oc2c3c(cc(OCC(=O)N[C@@H](CSC)C(=O)O)c12)OC(C)(C)CC3	-21	0	13	-15	nt	37*	0	32	-3.3
CCOC(=O)/C=C1\CN(C(C)c2ccccc2)S(=O)(=O)c2ccccc21 (stereo unspecified)	-30	7	10	-4	9	-1.9	12	-6	-2.0

Record cards (already shown). Screens in order: FID counter | IDE act | NS3 helicase inh | p-CIP stab down | IDE inh | VIM-2 inhibitor | PfM18AAP inh | SUMO HTRF inh | IMP-1 inhibitor
C/C(=N/NC(=O)c1cccc(Br)c1)C1CC2CCC1C2 (stereo unspecified) across the screens: -9 | -4 | -6 | 6 | 2 | -1.6 | 3 | 5 | -1.9
CCOC(=O)c1ccc(CNC(=O)Cn2nnc(-c3ccccc3F)n2)o1 across the screens: -13 | 2 | 9 | 10 | -3 | -1.5 | 1 | -4 | -1.9
CCOC(=O)C1/C(=N\O)CC(C)(O)C(C(=O)OCC)C1c1ccc(N(C)C)cc1 (stereo unspecified) across the screens: -17 | 4 | 4 | -1 | 3 | -5.8 | 13 | 6 | -2.3
